Assay outcomes as filed in PubChem BioAssay.
HGIII-sPLA2 inh: Blocks human group III sPLA2 activity; Q9NZ20; QFRET BODIPY PC-A2 liposome hydrolysis, fluorescence; inhibition, % at 12.2 µM; 370,000 compounds, 0.56% hits; AID 743126;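 active means inhibition above mean plus 3 SD of compounds lying within the high and low control bounds, cut at about 19% in these data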;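 further: 0% = median of test compound wells and 100% = no enzyme DMSO wells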
NR1D1 modulator: modulates human Rev-erb alpha binding to DNA; P20393; Rev-erbα–FITC-DNA binding, fluorescence polarization, 90 min; activity, % at 10 µM; 370,000 compounds, 0.79% hits; AID 1259318;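 active means activity above about 14%, limit read from the data; passing the limit was not always enough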;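 further: 0% = DMSO wells with 35 nM protein and 100% = DMSO wells with 750 nM protein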
Target sequence (P20393 whole entry, looked up): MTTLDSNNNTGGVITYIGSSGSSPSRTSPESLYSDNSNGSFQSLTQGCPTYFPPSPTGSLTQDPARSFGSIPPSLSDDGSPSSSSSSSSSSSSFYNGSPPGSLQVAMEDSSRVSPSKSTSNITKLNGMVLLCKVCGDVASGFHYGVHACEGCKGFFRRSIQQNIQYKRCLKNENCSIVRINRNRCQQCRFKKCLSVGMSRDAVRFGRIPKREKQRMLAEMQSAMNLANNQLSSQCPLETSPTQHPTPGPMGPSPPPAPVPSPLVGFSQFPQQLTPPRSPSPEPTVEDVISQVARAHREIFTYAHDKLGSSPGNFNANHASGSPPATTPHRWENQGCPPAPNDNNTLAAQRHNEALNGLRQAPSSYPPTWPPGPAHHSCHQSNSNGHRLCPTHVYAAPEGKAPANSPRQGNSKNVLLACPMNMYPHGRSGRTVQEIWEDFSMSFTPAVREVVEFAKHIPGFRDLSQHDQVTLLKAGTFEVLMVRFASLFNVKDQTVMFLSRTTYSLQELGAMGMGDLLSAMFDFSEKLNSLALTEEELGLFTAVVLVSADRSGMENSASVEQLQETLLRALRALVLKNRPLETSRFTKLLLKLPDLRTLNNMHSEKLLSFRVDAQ
PLCb3 inh: PLC-beta3 (human) inhibition, primary screen | Q01970 | inhibition, % at 12.2 µM | Purified PLC-beta3, fluorogenic substrate, fluorescence | AID 720704 | 370,000 compounds, 0.18% hits; in the data active means inhibition above about 11%;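 further: 0% = median of compound wells on plate and 100% = full blocker control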
GAA850 FXN act: increases GAA850 frataxin promoter reporter activity; HEK293 lucGAA850 FXN promoter luciferase reporter, 24 h; percent of 10 µM SAHA response; activation, % at 6 µM; 360,000 compounds, 0.56% hits;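 active means activation above the average of all compounds screened plus 3 SD, cutoff fixed separately per campaign, cut at about 7.5% in these data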;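 further: 0% = DMSO wells and 100% = 10 µM SAHA wells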
SMARCA2 act: SMARCA2 function activation, primary screen; MG213 cells, MMTV-luciferase reporter, dexamethasone, overnight; AID 652017; activation, % at 9.1 µM; 370,000 compounds, 1% hits; in the data active means activation above about 7.8%;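 further: 0% = vehicle wells and 100% = reference activator wells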
hgDAF12 agonist: hgDAF-12 agonism, primary luciferase screen; HEK293 GAL4-hgDAF12 UAS-luciferase reporter, agonist luminescence; normalized to butyrate control; activation, % at 6.8 µM; 370,000 compounds, 1.8% hits; AID 687014;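 active means activation above a cutoff set at the mean of all screened compounds plus 3 SD, cut at about 10% in these data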;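 further: 0% = DMSO wells and 100% = sodium butyrate wells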
DAX1 inh-1: inhibitors of DAX1 repression of SF-1 activated StAR promoter; HEK293T StAR-luciferase reporter, SF-1/DAX-1 repression relief; inhibition, % at 6.8 µM; 370,000 compounds, 1.1% hits; AID 652010;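 active means inhibition above the mean over all tested compounds plus 3 SD, cut at about 3.6% in these data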;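 further: 0% = DAX-1 cells with DMSO and 100% = cells lacking DAX-1 with DMSO; higher inhibition means more luminescence from relief of DAX-1 repression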
PG9 binder: PG9 antibody binding by small molecule | TR-FRET gp120-PG9 antibody binding | inhibition, % at 6.7 µM | 360,000 compounds, 0.43% hits | AID 624416; in the data active means inhibition above about 8.5%
ssDAF-12 act: S. stercoralis DAF-12 activation, primary screen; HEK293 ssDAF-12/GRIP1 lit1-tk-luc reporter, luminescence; % of 3 µM dafachronic acid response; activation, % at 6.8 µM; 370,000 compounds, 1% hits;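 active means activation above the mean over all tested compounds plus 3 SD, cut at about 0.9% in these data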;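 further: 0% = DMSO-only wells and 100% = 3 µM delta7-dafachronic acid wells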
DAX1 inh-2: NR0B1 (DAX1) inhibition; HEK293 Gal4-DAX1 luciferase reporter, luminescence; inhibition, % at 6.75 µM; 340,000 compounds, 0.99% hits; AID 504766;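 active means inhibition above the mean over all tested compounds plus 3 SD, cut at about 4.2% in these data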;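 further: 0% = DAX1-transfected cells with DMSO and 100% = empty-vector control cells with DMSO; inhibition shows as a rise in luminescence from relieved DAX1 repression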
Target sequence (P51843 207-470 limits assumed): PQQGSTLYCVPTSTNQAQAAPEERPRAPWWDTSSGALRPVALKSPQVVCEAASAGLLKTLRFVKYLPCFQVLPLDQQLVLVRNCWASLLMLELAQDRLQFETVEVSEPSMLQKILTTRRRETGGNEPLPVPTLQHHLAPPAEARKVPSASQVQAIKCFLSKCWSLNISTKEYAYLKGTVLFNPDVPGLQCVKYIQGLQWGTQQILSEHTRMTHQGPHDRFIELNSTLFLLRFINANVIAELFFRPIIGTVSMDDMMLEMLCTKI
hcDAF-12 act: H. contortus DAF-12 activation, primary screen; HEK293 hcDAF-12 lit1-tk-luc reporter, luminescence; 0% DMSO, 100% Δ7-dafachronic acid; activation, % at 6.8 µM; 370,000 compounds, 1.4% hits; AID 652067;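 active means activation above the mean of all tested compounds plus 3 SD, cut at about 5.5% in these data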;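 further: 100% = response to 3 µM Δ7-dafachronic acid high control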
Numbers without * were called inactive; nt = no result given.

SMILES	HGIII-sPLA2 inh	NR1D1 modulator	PLCb3 inh	GAA850 FXN act	SMARCA2 act	hgDAF12 agonist	DAX1 inh-1	PG9 binder	ssDAF-12 act	DAX1 inh-2	hcDAF-12 act
Cn1cccc1/C=N/N1CCN(Cc2ccccc2Cl)CC1	0	0	-8	0.2	0	1.0	0.4	-2.4	-0.5	1.3	-2.5
Cc1cccc(N2CCN(C(=O)CCn3c(=S)[nH]c4cc5c(cc4c3=O)OCO5)CC2C)c1 (stereo not drawn)	3	4	0	0.8	-2	0.6	-0.1	-0.1	-0.2	0.5	-1.8
Cn1nccc1C(=O)Nc1ccc(OC(=O)c2ccnn2C)cc1	-4	0	3	-1.4	0	1.4	-0.1	-0.6	-1.6	1.2	-0.9
CCOC(=O)c1c(C)n(-c2ccc(C)cc2)c2ccc(OCC(O)CN3CCN(C)CC3)cc12 (stereo not drawn)	-7	1	-4	3.7	-1	-1.7	0.1	-1.5	-1.3	-1.9	-0.3
O=C(/C=C(\Nc1cccc(OC(F)F)c1)c1ccccc1)c1ccccc1	-1	-1	1	nt	2	5.7	2.1	-1.9	-0.9	nt	1.4
O=C(Oc1ccc2c(c1)O/C(=C\c1ccncc1)C2=O)c1cccs1	-14	-4	-160	0.2	2	-1.6	-0.4	-5.9	-0.8	nt	0.3
CN1CCN(C(=O)/C(=C/c2cccc([N+](=O)[O-])c2)NC(=O)c2ccccc2)CC1	4	9	-7	-1.2	-1	1.8	0.1	0.1	-1.1	0.6	-0.8
O=C(CCN1C(=O)/C(=C\c2ccco2)SC1=S)Nc1ccc(C(=O)O)c(O)c1	-18	-10	-7	1.7	4	0.8	-0.2	-3.8	-0.9	-0.4	3.6
CC(=O)c1ccccc1OCC(O)CNC1CCCC1 (stereo not drawn)	8	3	-5	-2.1	-3	-1.1	0.6	0.8	-1.0	0.5	-0.8
CCN(C(=O)COC(=O)CNC(=O)c1cccs1)c1c(N)n(Cc2ccccc2)c(=O)[nH]c1=O	10	-1	-6	1.1	-1	-0.1	0.7	-0.1	-1.1	-0.9	-1.7
CC1CC(C)(C)NC(C)c2ccccc21 (stereo not drawn)	7	-3	-3	0.8	0	0.1	-0.2	-1.0	-1.5	0.6	-0.1
Cc1cnc(C(=O)Nc2ccc(F)c(F)c2)cn1	13	8	0	0.8	1	2.8	0.7	1.0	-0.2	1.3	0.5
COC(=O)C1(C)NC(c2ccc(F)cc2)C2C(=O)N(c3ccccc3)C(=O)C21 (stereo not drawn)	1	1	-5	2.6	-1	-0.7	-0.1	2.1	-0.5	0.3	-2.4
O=C(Nc1ccc(F)cc1)Nc1c(-c2ccc(C(F)(F)F)cc2)nc2ncccn12	8	-4	-36	nt	0	4.9	-0.4	nt	-0.8	nt	0.1
Cc1ccccc1S(=O)(=O)NC(=O)C1(C)CCN1C(=O)Cc1ccc(C(C)(C)C)cc1 (stereo not drawn)	-11	-6	-3	1.8	5	0.1	0.1	0.2	-1.2	nt	-0.7
CN1C(=O)c2cc(NC(=O)Nc3ccccc3)ccc2OC[C@H]2O[C@@H](CC(=O)NC3Cc4ccccc4C3)CC[C@@H]21	-26	13	1	nt	-1	1.6	0.3	nt	-1.1	nt	-1.8
CCOC(=O)C(NC(C)=O)C(OC(C)=O)c1cccc([N+](=O)[O-])c1 (stereo not drawn)	3	-1	0	-0.1	-3	0.0	0.0	1.8	-1.0	-1.2	-0.9
C=CCNc1ncnc2c1cnn2-c1ccc(Cl)cc1	11	-3	-1	3.2	12*	15*	8.8*	0.8	0.0	1.4	3.6
O=C(CSc1ccc(Cl)cc1)Nc1ccc(-c2nc3ccccc3[nH]2)cc1	8	-3	1	2.6	-1	0.3	1.4	2.9	-1.0	-0.2	2.8
CC(C)C[C@@H]1COc2cc(F)ccc2S(=O)(=O)N1C	4	3	3	nt	-2	1.8	-0.7	nt	-1.1	nt	-2.2
Cc1nn(C(C)(C)C)c(NC(=O)c2ccc(Cl)cc2)c1Br	-2	-3	-4	-0.5	-2	-1.0	-0.4	-1.9	-1.2	nt	0.5
COC(=O)c1cccc(NC(=O)C2C3CCC(C3)C2C(=O)O)c1 (stereo not drawn)	2	2	-2	-0.6	-3	-1.5	-0.1	-2.0	-1.7	0.3	-0.6
CCOC(=O)c1c(C(=O)OCC)c(C)n(N2C(=O)CSC2=S)c1C	-15	-10	-17	-0.6	-2	2.5	0.4	-1.0	-0.6	1.5	-0.9
O=C(Nc1cccc(C(F)(F)F)c1)c1cccc(NS(=O)(=O)c2ccc(Br)c(C(=O)O)c2)c1	-12	6	-7	2.8	1	-3.0	0.0	0.6	-0.5	0.3	-0.8
O=C(Nc1cccc(C2=NCCN2)c1)Nc1cccc(C2=NCCN2)c1	-3	1	3	-2.2	0	-0.3	-0.1	-0.8	-0.9	1.1	0.0

2 records drawn at random from those above, as already listed:
SMILES	HGIII-sPLA2 inh	NR1D1 modulator	PLCb3 inh	GAA850 FXN act	SMARCA2 act	hgDAF12 agonist	DAX1 inh-1	PG9 binder	ssDAF-12 act	DAX1 inh-2	hcDAF-12 act
O=C(CSc1ccc(Cl)cc1)Nc1ccc(-c2nc3ccccc3[nH]2)cc1	8	-3	1	2.6	-1	0.3	1.4	2.9	-1.0	-0.2	2.8
O=C(Nc1cccc(C2=NCCN2)c1)Nc1cccc(C2=NCCN2)c1	-3	1	3	-2.2	0	-0.3	-0.1	-0.8	-0.9	1.1	0.0

(next part)
SMILES	HGIII-sPLA2 inh	NR1D1 modulator	PLCb3 inh	GAA850 FXN act	SMARCA2 act	hgDAF12 agonist	DAX1 inh-1	PG9 binder	ssDAF-12 act	DAX1 inh-2	hcDAF-12 act
Cc1cc(C)cc(C(=O)Nc2ccc(NC(=O)Cc3ccccc3)cc2)c1	0	5	-5	2.2	-3	-0.1	0.5	1.5	-2.5	1.2	-1.8
COc1ccc(CNC(=O)C2CCCN2S(=O)(=O)c2ccccc2)cc1 (stereo not drawn)	9	-6	0	0.8	-2	-0.8	-0.1	-1.3	-1.3	-0.1	-1.6
COc1cccc(S(=O)(=O)Nc2ccc(C(=O)Nc3ccncc3)cc2)c1	-12	5	2	-1.1	-3	2.1	-0.3	3.8	-0.7	-1.1	-1.0
COc1ccc(C)cc1NC(=O)CN1CCCN(S(=O)(=O)c2ccc(Br)cc2)CC1	-12	1	-3	-0.9	0	-1.1	-0.5	-2.6	-1.4	-0.7	-3.3
CC(C)c1nnc(NC(=O)Cc2cccs2)s1	-3	3	6	-1.2	3	9.8	0.2	-2.4	-1.8	1.6	-1.3
COc1ccccc1Oc1ncnc2c1cnn2-c1ccccc1	-3	4	-5	3.2	3	12*	4.7*	1.7	-1.1	0.5	2.1
CCOC(=O)c1c(NC(=O)CN2C(=O)NC3(CCCCC3C)C2=O)sc(C(=O)N(C)C)c1C (stereo not drawn)	6	3	-13	3.5	0	0.6	-0.8	1.2	-0.3	0.3	-0.7
Cc1nn(CC(C)C)c(=S)[nH]c1=O	-3	-1	4	-1.6	5	-0.3	0.9	-2.1	-1.5	1.4	-0.6
O=C(CNC(=O)Cc1ccccc1)NCC(=O)OCc1ccccc1	7	-1	2	2.4	-2	0.3	-0.6	0.3	-0.7	0.2	-1.1
O=C(Nc1ccc(O)c(C(=O)O)c1)c1cccc(NC(=O)c2ccco2)c1	15	-5	-1	-0.9	-3	-1.5	0.2	-2.7	-0.9	-1.7	-0.2
Cc1cccc(C)c1OCc1n[nH]c(=S)n1N	9	-1	0	2.1	1	-1.5	0.2	1.6	-1.4	0.0	1.6
CCOc1ccc(-n2c(-c3ccccc3)c[nH]c2=S)cc1	18	6	-5	-0.8	-1	0.4	-0.7	0.9	-1.0	0.2	-0.9
CCCCCCOc1ccc(C(=O)NCCCn2ccnc2)cc1	-25	2	-1	0.3	-2	-1.9	-0.6	-0.6	-0.3	2.1	3.7
COCCn1c(=O)[nH]c2cc(C(=O)NCCN3CCN(c4cccc(Cl)c4)CC3)ccc2c1=O	1	3	-6	0.2	-2	-1.1	-1.1	-1.6	-1.3	-1.7	-1.2
CCn1c2ccccc2c2cc(NC(=O)COC(=O)c3ccccc3O)ccc21	11	8	0	-0.9	-1	-3.8	-1.0	3.6	-1.9	-1.9	-0.7
Brc1cccc(C2Nc3cccc4cccc(c34)N2)c1	9	0	-14	-0.3	-5	1.9	0.4	-0.3	0.4	5.2*	2.3
Cn1c(=O)n(C)c2cc(NC(=O)c3cccc([N+](=O)[O-])c3)c(Br)cc21	12	-4	-3	1.0	2	4.5	-1.5	-0.8	-1.0	0.3	2.1
CC(=O)Nc1ccc(C(=O)NN2C(=O)c3ccccc3C2=O)cc1	-1	-4	-4	-0.9	-1	-0.3	-0.1	0.3	-1.4	-0.2	1.1
CCOC(=O)C1(Cc2ccccc2)CCN(Cc2cnn(-c3ccccc3)c2)CC1	-16	2	-2	-0.3	-2	-0.5	-0.5	-2.9	-1.0	-0.2	-2.4
CCC(NC(=O)c1cc(COc2cncc(Cl)c2)on1)c1ccc(C)cc1 (stereo not drawn)	-2	-1	-3	2.4	-2	-1.2	1.3	2.3	-0.9	-1.1	-0.4
CN(C)c1cccc(C(=O)OCC(=O)N(Cc2ccccc2)C2CCS(=O)(=O)C2)c1 (stereo not drawn)	-14	1	-54	2.4	0	3.5	-0.5	0.5	-1.4	-0.8	0.1
CCCN(CC(=O)Nc1ccc(C)cc1Br)CC(=O)Nc1ccc(F)c(F)c1F	-9	-1	1	-3.0	-2	-0.1	-0.6	0.0	-1.3	-0.1	-3.3
CCOC(=O)C1=C(c2ccccc2)OC(N)=C(C#N)C1C1CCCCC1 (stereo not drawn)	0	3	-8	1.7	2	0.9	0.3	0.5	-0.5	0.0	-0.3
